PME-1 Maybr inh = Maybridge compound blocking human PME-1; Q9Y570; recombinant PME-1, FP-Rh probe fluorescence polarization; inhibition, % at 9 µM; 16,000 compounds, 0.5% hits; in the data active = inhibition above about 30%
NOTCH agonist = agonists of NOTCH signaling; AID 434982; activation, % at 2.5 µM; NOTCH signaling luciferase reporter cells, luminescence; 15,000 compounds, 0.4% hits; in the data active = activation above about 2.2%
TLR4-MyD88 inh = blocks binding of human TLR4 to MyD88 | AID 811 | Cell-based TLR4-MyD88 binding inhibition assay | inhibition, % at 10 µM | O00206 | 16,000 compounds, 0.06% hits; in the data active = inhibition above about 45%
rat GALR2 ag = agonists of rat galanin receptor 2 (GALR2); activation, % at 10 µM; O08726; cell-based GALR2 agonist screen; 16,000 compounds, 0.5% hits; AID 833; in the data active = activation above about 15%
Target sequence (O08726 whole entry, looked up): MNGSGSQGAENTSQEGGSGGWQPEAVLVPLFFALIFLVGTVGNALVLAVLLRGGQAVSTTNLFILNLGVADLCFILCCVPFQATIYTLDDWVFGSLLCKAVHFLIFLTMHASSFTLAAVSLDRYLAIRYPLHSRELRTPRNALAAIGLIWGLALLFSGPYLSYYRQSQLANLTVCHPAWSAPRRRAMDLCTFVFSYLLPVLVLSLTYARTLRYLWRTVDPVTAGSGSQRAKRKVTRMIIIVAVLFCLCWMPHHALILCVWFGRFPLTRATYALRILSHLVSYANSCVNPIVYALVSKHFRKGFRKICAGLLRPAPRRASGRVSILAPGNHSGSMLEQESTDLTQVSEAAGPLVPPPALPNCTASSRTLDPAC
OPRK1 antag MB = antagonists of human kappa opioid receptor OPRK1, Maybridge library | OPRK1 cells, antagonist mode, fluorescence readout | AID 652031 | inhibition, % at 9 µM | P41145 | 16,000 compounds, 0.4% hits; in the data active = inhibition above about 50%
Nox1 inh = human Nox1 inhibition; inhibition, % at 6.7 µM; Q9Y5S8; 16,000 compounds, 0.81% hits; HT29 cells, luminol chemiluminescence ROS
Luminol counter = counter-screen for Nox1 inhibitors: inhibitors of luminol chemiluminescence; HRP/luminol/H2O2 chemiluminescence counterscreen; inhibition, % at 6.7 µM; 16,000 compounds, 0.4% hits; AID 1823; note: reference of the scale not given here
S1P1 ag = activates the human S1P1 receptor | P21453 | S1P1 agonist cell-based reporter assay | activation, % at 4.5 µM | 16,000 compounds, 1.5% hits | AID 1044; in the data active = activation above about 80%
Target sequence (P21453 whole entry, looked up): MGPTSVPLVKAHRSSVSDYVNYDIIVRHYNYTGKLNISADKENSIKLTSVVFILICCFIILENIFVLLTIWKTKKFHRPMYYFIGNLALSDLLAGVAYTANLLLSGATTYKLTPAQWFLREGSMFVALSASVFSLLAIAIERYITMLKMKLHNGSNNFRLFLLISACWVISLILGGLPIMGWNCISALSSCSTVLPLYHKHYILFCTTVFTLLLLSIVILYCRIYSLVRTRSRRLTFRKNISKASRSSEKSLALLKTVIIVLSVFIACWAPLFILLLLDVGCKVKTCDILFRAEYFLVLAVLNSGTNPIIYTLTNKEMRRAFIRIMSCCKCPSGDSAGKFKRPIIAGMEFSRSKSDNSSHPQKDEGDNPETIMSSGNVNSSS
Starred values were filed as active, the others as inactive; . = not tested or not shown. Cut-off read from the data, not from the text of the source, unless noted: active = inhibition above about 75%; inactive = the rest.

SMILES	PME-1 Maybr inh	NOTCH agonist	TLR4-MyD88 inh	rat GALR2 ag	OPRK1 antag MB	Nox1 inh	Luminol counter	S1P1 ag
Clc1ccc(Sc2cn[nH]c2-c2ccc3c(c2)OCCO3)cc1	-12	-0.2	-4	-1	6	35	-6	44
Cc1cc(C)c(NS(=O)(=O)c2cc([N+](=O)[O-])ccc2C)c(C)c1	23	-0.1	-8	0	-13	9	-3	11
CCOC(=O)CNC(=O)c1ccc(SCC)cc1	-1	-0.1	1	-3	7	-45	1	6
NS(=O)(=O)c1cccc(NC(=O)Nc2cccs2)c1	-19	-0.4	-25	-2	15	-30	2	-4
O=[N+]([O-])c1ccc(C23CC4CC(CC(C4)C2)C3)cc1	22	-0.3	-1	-11	8	-14	4	-26
CC1=NN(c2cc(Cl)cc(Cl)c2)C(=O)CC1	0	.	6	-7	-16	-26	0	-5
CSc1cccc(NC(=S)N2CCCCC2CCN2CCOCC2)c1 (stereo unspecified)	0	-0.6	-2	-6	-28	-30	5	-6
Cn1sc(=O)c2cc(S(=O)(=O)Nc3ccccc3N3CCCCC3)ccc21	24	-5.7	-7	16*	14	1	18	-3
N#CC1=C(O)c2ccccc2N(S(=O)(=O)c2ccc(Cl)cc2)CC1	-6	0.5	-5	-5	3	-7	0	6
O=S(=O)(NNc1ncccc1-n1cccc1)c1cc(Br)c(Br)s1	-6	-0.3	7	0	6	-35	6	9
CC(C)=CC(=O)NCCSCc1ccc(Cl)cc1	6	0.1	-3	-3	-5	28	-4	-3
NC(=O)C1CCN(CC(O)COc2ccc(Cl)c(Cl)c2)CC1 (stereo unspecified)	4	-0.6	-9	-6	-8	-1	-3	-11
Oc1c(Cl)cc(Cl)cc1/C=N/c1ccnn1-c1ccccc1	7	-0.6	3	-5	14	-11	3	-10
COc1cccc(NC(=O)c2cccc3c2OCCCO3)c1	4	-0.3	2	-7	-30	-49	2	-3
O=C(NNC(=S)Nc1cccc(C(F)(F)F)c1)c1cccn1-c1ccc(F)cc1	11	-0.1	3	-5	-5	19	-2	13

5 records drawn at random from those above, as already listed:
SMILES	PME-1 Maybr inh	NOTCH agonist	TLR4-MyD88 inh	rat GALR2 ag	OPRK1 antag MB	Nox1 inh	Luminol counter	S1P1 ag
NS(=O)(=O)c1cccc(NC(=O)Nc2cccs2)c1	-19	-0.4	-25	-2	15	-30	2	-4
CCOC(=O)CNC(=O)c1ccc(SCC)cc1	-1	-0.1	1	-3	7	-45	1	6
Cn1sc(=O)c2cc(S(=O)(=O)Nc3ccccc3N3CCCCC3)ccc21	24	-5.7	-7	16*	14	1	18	-3
COc1cccc(NC(=O)c2cccc3c2OCCCO3)c1	4	-0.3	2	-7	-30	-49	2	-3
CSc1cccc(NC(=S)N2CCCCC2CCN2CCOCC2)c1 (stereo unspecified)	0	-0.6	-2	-6	-28	-30	5	-6

Structures listed so far that bear a hit mark in rat GALR2 ag:
Structure	PME-1 Maybr inh	NOTCH agonist	TLR4-MyD88 inh	rat GALR2 ag	OPRK1 antag MB	Nox1 inh	S1P1 ag
Cn1sc(=O)c2cc(S(=O)(=O)Nc3ccccc3N3CCCCC3)ccc21	24	-5.7	-7	16*	14	1	-3

Next part:
SMILES	PME-1 Maybr inh	NOTCH agonist	TLR4-MyD88 inh	rat GALR2 ag	OPRK1 antag MB	Nox1 inh	Luminol counter	S1P1 ag
O=C(NC(=O)c1ccc(-c2cccs2)s1)Nc1ccc(C(F)(F)F)cn1	-5	-0.3	4	0	-3	-30	-3	10
CC1COc2c(F)c(F)cc3c(=O)c(C(=O)O)cn1c23 (stereo unspecified)	8	.	5	-6	-10	-20	0	-8
O=C(O)CC1(CC(=O)Nc2cc(F)ccc2Cl)CCCCC1	4	-0.1	2	-4	18	3	-4	5
Clc1ccc(-c2nc(-c3[nH]ncc3Br)no2)cc1	-23	-0.8	-1	2	1	-36	0	13
Nc1nc(SC2c3ccccc3-c3ccccc32)n[nH]1	-3	-0.3	3	-2	-4	-51	3	1
COc1ccc(S(=O)(=O)N(CCC#N)CCC#N)cc1OC	-2	-0.6	1	-6	5	-38	1	-7
COC(=O)c1sc2ccccc2c1OS(=O)(=O)c1ccc(Cl)cc1	1	-0.1	-3	-3	0	3	-5	-3
Cc1cc(C)c(C#N)c(OCC(=O)Nc2ccc(Oc3ccccc3)cc2)n1	-2	.	-6	-11	-1	-18	-4	-22
CC(C)(C)c1csc(Sc2ccc([N+](=O)[O-])cn2)n1	6	-0.9	-10	-7	9	-33	-3	4
FC(F)(F)Oc1ccc(NCn2nnc3ccccc32)cc1	3	0.5	-10	-5	2	2	-3	-9
CCOC(=O)/C(C#N)=C/Nc1ccc(S(=O)(=O)c2ccc(N/C=C(\C#N)C(=O)OCC)cc2)cc1	-21	-0.3	-7	-4	13	-34	1	-13
N#Cc1sc2nc3ccccc3n2c1N	0	-0.6	9	-8	11	-33	10	10
CC(=O)N1CCC(C(=O)O)CC1	3	-0.1	3	-6	0	3	-2	-1
CC(C)N(Cc1ccc(N(C)C)cc1)S(=O)(=O)c1ccc(F)cc1	4	.	2	-3	20	17	-7	26
COc1ccc(C(=O)Cc2ccccc2)cc1OC	-4	-0.5	-4	-3	-16	-41	1	-27
O=C(O)C1CCC(=O)N(C2CCCCC2)C1c1ccccc1Cl (stereo unspecified)	0	-0.6	4	-6	-18	-21	1	-4
COC(=O)c1scc(C)c1-n1cccc1	4	-0.5	15	-5	18	-20	-1	-3
N#C/C(=N\Nc1ccc(C(F)(F)F)cc1)S(=O)(=O)c1cccs1	12	-0.8	-37	-12	25	35	0	110*
COC(=O)c1cnc(Sc2nnc(C(F)(F)F)n2C)c([N+](=O)[O-])c1	5	-0.4	-7	-7	21	27	-5	12
COc1ccc(/C=N/Nc2ncnc3scc(C)c23)cc1	11	-0.5	-5	-8	11	-39	16	-14
CCOC(=O)c1c(C)nn(-c2ncccc2NC(=O)Nc2cccc(Cl)c2Cl)c1C	37*	-0.3	-18	-6	5	0	-3	-16
CC1COC(c2cccc([N+](=O)[O-])c2)N1 (stereo unspecified)	9	-0.6	0	-3	56*	19	-3	11
O=S(=O)(CCS(=O)(=O)Cc1ccc(Cl)cc1)CCS(=O)(=O)Cc1ccc(Cl)cc1	-1	.	5	-8	-6	-68	-2	-10
Cc1cc(C)c2cc(C(=O)Nc3ccc4c(c3)OCO4)[nH]c2c1	4	-0.8	-2	3	2	-11	0	-13
N#C/C(N)=C(\C#N)N=Cc1ccc(Cl)cc1	-3	0.6	0	-7	-14	-19	7	7
N#C/C(=C\c1cccn1S(=O)(=O)c1ccccc1)C(=O)c1ccccc1	4	0.1	5	0	7	-13	0	0
CCOC(=O)C(NC(=O)c1ccco1)(Nc1cc(C)ccn1)C(F)(F)F (stereo unspecified)	-1	.	1	-5	-2	-17	-3	-12
O=S(=O)(c1cc(Br)c(Cl)s1)N1CCCC1	0	-0.7	3	-8	14	5	-1	19
COc1ccc(/C=N/N=C(N)N)cc1	1	0.6	6	-3	15	-21	4	-9
Cc1cc(=O)[nH]c(N/N=C/c2ccncc2)n1	5	-0.9	14	-2	-3	-5	-1	-4
O=C(O)COCC(=O)N1CCC(n2cccc2)CC1	5	-0.8	3	-5	5	-3	2	-5
Cc1c(-c2ccn[nH]2)cnn1-c1c(Cl)cc(Cl)cc1Cl	6	-0.2	6	-1	1	-4	-9	25
CC(=O)Nc1ccc(S(=O)(=O)NCc2cc(F)cc3c2OCOC3)cc1Cl	8	0.0	-2	-8	7	-8	-5	1
Nc1sc(-c2ccccc2)cc1C(=O)N/N=C/c1ccccc1Cl	-3	-0.8	-5	-5	-8	7	1	16
O=C(NNC(=O)c1cccc(C(F)(F)F)c1)c1ccncc1	5	-0.5	-3	-5	1	-35	3	2
Cc1ccc2c(C(=O)O)cc(-c3ccc4c(c3)OCO4)nc2c1	2	-0.1	6	-2	23	24	-4	2
CN(/N=C/c1ccc(O)cc1O)c1ncc(C(F)(F)F)cc1Cl	12	.	2	-8	21	-15	9	-26
Cn1c(=O)c2c3no[n+]([O-])c3c(=O)n(-c3ccccc3)c2n(C)c1=O	0	0.9	-1	0	6	-51	6	0
Cc1ncc(CSc2nccc(=O)[nH]2)c(CO)c1O	2	-0.8	0	-6	11	-24	-5	-9
O=C(NC1Cc2ccccc2C1)c1ccc(Oc2cc(Cl)cc(Cl)c2)o1	-3	-0.1	7	-7	-12	5	-7	-7
O=C(CN1C(=O)c2ccccc2C1=O)NCc1ccc2c(c1)OCO2	-4	-0.5	2	-6	18	-38	4	1
CN(C)/N=C(\N)c1ccc(Cl)cc1	-4	-0.2	-4	-6	6	-45	22	-9
O=c1c2cccnc2ncn1CCCN1CCN(c2cccc(Cl)c2)CC1	-1	-0.4	-7	-9	-16	-24	3	-3
CCOC(=O)c1cc(C)n(-c2cccc([N+](=O)[O-])c2)c1-c1ccccc1	-5	-0.6	-3	-6	-1	-33	1	9
Cc1cc(S(=O)(=O)c2ccc(Cl)c(Cl)c2)cc(C)c1F	-4	-0.6	-3	-11	-40	-25	3	25
Fc1ccc(N/N=C/c2sccc2Oc2ccccc2)c(F)c1	0	-0.4	4	5	9	-25	-6	16
O=C1OC(Nc2ccccc2Sc2ccc([N+](=O)[O-])cc2[N+](=O)[O-])c2ccccc21 (stereo unspecified)	9	-0.1	-2	-5	11	43	4	17
COc1c(C(=O)NCc2ccc(Cl)cc2)csc1Cl	-2	0.1	-5	-6	4	-11	-1	0
Cc1cccc(NC(=O)c2ccc(-c3ccccc3)s2)c1C(=O)O	6	0.0	2	1	13	-10	9	-2
COc1ccc(Oc2nc(-c3ccccc3)ns2)cc1	-3	-0.2	12	-7	-6	-13	4	-5
CN(C)c1cc(Cl)cc(Cl)c1	0	-0.5	-2	-5	-5	-42	4	-3
O=C(NCc1ccc(Cl)cc1)c1ccccc1	-1	-0.5	9	-3	24	5	-1	2
O=C(O)C1C2C=CC(CC2)C1C(=O)O (stereo unspecified)	2	-0.7	6	-7	3	-52	2	-5
CCOC(=O)CSc1sc(C(=O)OCC)c(C)c1C#N	0	-0.8	11	-6	-7	0	-3	-1
OCCNC(=S)c1ccccc1	5	0.0	5	-5	20	-20	-4	-1
Cc1csc2scc(C)c12	2	-0.5	-10	-5	19	-20	-5	-6
O=C1OC(c2ccccc2)=N/C1=C\c1ccsc1	3	-0.5	4	-5	11	-77	0	-14
COc1cc(C2SCCS2)cc(Br)c1O	3	-0.2	.	-7	2	-16	10	6
Cc1cc2c(=O)[nH]nc(N)c2c(=O)[nH]1	4	0.3	-3	-8	-6	10	-6	-7
CN(C)/C=N/c1nnc(Sc2ccc(C(F)(F)F)cc2[N+](=O)[O-])s1	8	-0.1	9	1	10	26	-6	25
Following part:
SMILES	PME-1 Maybr inh	NOTCH agonist	TLR4-MyD88 inh	rat GALR2 ag	OPRK1 antag MB	Nox1 inh	Luminol counter	S1P1 ag
COC(=O)c1ccc(C(=O)Nc2ccc(C(F)(F)F)cc2)nc1	-1	-0.2	-4	-5	13	-24	2	-7
Cc1cc(C)cc(NC(=O)Nc2cc(S(=O)(=O)N(C)C)ccc2C)c1	-24	-0.6	-3	-3	6	-33	-8	-18
CCOC(=O)C1CCN(c2nc(OC)nc(OC)n2)CC1	-1	-5.2	-10	-4	15	4	-5	-6
N/C(=N\O)c1cncnc1N	5	-0.8	3	-6	11	34	-1	-4
N#CCN(CC#N)C(=O)c1cccs1	0	.	1	-11	0	-18	4	-26
O=[N+]([O-])c1ccc(SC2=NCCS2)nc1	-4	-1.1	-1	2	25	-37	3	30
Cn1c2c(c(=O)n(C)c1=O)CN(C1CC1)CN2	-2	-0.9	-2	-8	-7	-18	4	-11
O=C(CSCSCC(=O)NCc1ccccc1)NCc1ccccc1	4	-0.3	.	-6	6	4	-4	-4
COC(CNC(=O)COc1ccc(Cl)cc1Cl)OC	0	-0.4	2	-5	-12	-6	-1	-4
O=[N+]([O-])c1ccc(Oc2cccnc2)nc1	3	-0.1	8	-3	-1	9	-4	4
CSc1nsc(SC)c1C#N	0	-0.1	-5	-4	17	-42	2	-15
NC(N)=NC(N)=Nc1cc(C(F)(F)F)ccc1Cl	2	-1.3	-2	-7	5	-1	-5	47
CCOC=Nc1c(C(=O)OCC)sc2nc(SC)ncc12	5	-0.1	5	-3	8	-21	-3	-8
O=C(Nc1ccc(N2CCCCC2)cc1)Nc1ccccc1OC(F)(F)F	-3	-0.5	3	-8	10	80*	2	4
Cc1nc([N+](=O)[O-])cn1C(C)C	-1	-0.6	4	-6	-2	-32	3	-9
CC(=O)Oc1ccc(NNc2ccccc2)cc1	6	-0.2	2	-7	26	21	-55	37
COc1cc2c(cc1OC)C(c1c(-c3ccccc3)noc1C)=NCC2	-2	-0.7	.	-6	6	-62	3	19

Quoted from the listing:
Nc1sc(-c2ccccc2)cc1C(=O)N/N=C/c1ccccc1Cl | NOTCH agonist = -0.8
CC(C)(C)c1csc(Sc2ccc([N+](=O)[O-])cn2)n1 | S1P1 ag = 4
O=C(NC1Cc2ccccc2C1)c1ccc(Oc2cc(Cl)cc(Cl)c2)o1 | NOTCH agonist = -0.1

Compound activity deposited in PubChem BioAssay by The Scripps Research Institute Molecular Screening Center.
